High-throughput results: PubChem, several laboratories
Exocytosis inh: LAMP-1 surface exposure blockers, TALL-104 cells – cell-based, flow cytometry, MLPCN library, primary screen; 0.66% of 360,000 active; inhibition, % at 10 µM; TALL-104 LAMP-1 surface exposure; cells stimulated with thapsigargin and PMA;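 active = inhibition above about 55%, limit read from the data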
MC4R antagonist: MC4R antagonists of cAMP signaling, primary screen, cell-based, TR-FRET, antagonist arm of biased-ligand search | Melanocortin receptor 4 (Homo sapiens), P32245 | MC4R-expressing cells, MTII-stimulated cAMP, LANCE TR-FRET | inhibition, % at 6.5 µM | 0.48% of 360,000 active | AID 540295, 2011;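 active = inhibition above its plate's cutoff, the mean of tested wells on that plate plus 3 SD, cut at about 29% in these data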;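 note: 0% = Melanotan II alone and 100% = Melanotan II plus saturating MCL0020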
Target sequence (P32245 whole entry, looked up): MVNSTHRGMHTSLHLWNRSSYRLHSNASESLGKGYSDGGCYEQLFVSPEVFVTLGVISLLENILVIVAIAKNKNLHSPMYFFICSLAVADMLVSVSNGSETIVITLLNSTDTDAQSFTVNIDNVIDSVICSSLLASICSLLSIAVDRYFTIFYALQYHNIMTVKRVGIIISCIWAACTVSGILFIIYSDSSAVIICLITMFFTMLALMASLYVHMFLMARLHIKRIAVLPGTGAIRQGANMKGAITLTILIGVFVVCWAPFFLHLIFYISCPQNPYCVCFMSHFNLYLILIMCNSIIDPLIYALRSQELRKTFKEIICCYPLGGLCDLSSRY
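System: U2OS cells stably expressing human melanocortin 4 receptor (MC4R). Reagent: Melanotan II challenge after compound preincubation. Doses: 6.5 µM. Times: 30-min compound, 1-h challenge, 1-h detection, room temperature. Measured by: TR-FRET with Eu-cAMP and labeled anti-cAMP, 671 nm. Replicates: singlicate.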
HTR2A ag: mouse Htr2a agonists via beta-arrestin recruitment, primary screen, cell-based, luminescence | CHO-K1 mHTR2A beta-arrestin complementation; percent of 30 µM serotonin response | activation, % at 7.6 µM | 0.66% of 360,000 active | AID 624169, 2012;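 active = activation above a run cutoff, the mean activation of all tested compounds plus 3 SD, cut at about 14% in these data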;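 note: 0% = plate median of compound wells and 100% = 30 µM serotonin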
Target sequence (P35363 whole entry, looked up): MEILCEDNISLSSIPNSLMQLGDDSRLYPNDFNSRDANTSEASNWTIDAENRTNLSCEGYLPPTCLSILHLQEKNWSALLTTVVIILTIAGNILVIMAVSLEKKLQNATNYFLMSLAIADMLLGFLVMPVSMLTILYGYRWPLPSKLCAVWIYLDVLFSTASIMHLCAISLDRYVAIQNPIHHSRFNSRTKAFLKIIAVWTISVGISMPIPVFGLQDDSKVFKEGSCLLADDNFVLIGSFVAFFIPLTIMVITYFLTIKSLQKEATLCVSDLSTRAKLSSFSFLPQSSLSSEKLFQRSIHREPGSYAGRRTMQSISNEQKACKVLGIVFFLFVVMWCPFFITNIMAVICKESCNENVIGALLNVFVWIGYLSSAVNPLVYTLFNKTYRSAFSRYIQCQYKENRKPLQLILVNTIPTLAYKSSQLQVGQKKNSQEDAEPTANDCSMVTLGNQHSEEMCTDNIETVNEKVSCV
N-glyco inh: increase of ERlucT glycosylation luciferase signal, primary screen, N-linked glycosylation inhibitor project, D54 ERlucT cells, luminescence, set 2 | D54 ERlucT glycosylation luciferase reporter, 24 h; percent of 100 nM tunicamycin response | reporter increase, % at 12.5 µM | 0.23% of 360,000 active;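 active = mean luciferase reporter signal, scaled so untreated is 0 and the glycosylation-blocking control 100, at or above a set limit in every replicate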;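 note: luciferase carries N-glycosylation sites so blocking glycosylation raises the light; 0% = median of neutral control wells and 100% = median of 100 nM tunicamycin wells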
PDI inh: inhibitors of human PDI, primary screen, biochemical, turbidity, single point, plate reader. AID 588391, 2011. 0.052% of 350,000 active. PDI insulin aggregation turbidity, A650, 90 min. inhibition, % at 10 µM;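 active = mean inhibition across replicates of 30% or more, whatever share of single replicates reach that level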;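 note: absorbance from insulin aggregation driven by PDI reduction with DTT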
CaV13 ICDI inh: Primary screen for inhibitors of IQ motif and Ca2+-dependent inactivation inhibitor domain binding in CACNA1D, Förster resonance energy transfer in living cells, … | inhibition, % at 12.3 µM | 0.098% of 340,000 active | AID 743397 | HEK cells, CFP/YFP FRET ICDI-IQ, plate reader, 10 min; percent FRET-ratio fall versus neutral wells;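 active = mean replicate inhibition of at least 30% and at least 1% of replicates passing that level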;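 note: 0% = median of the neutral control wells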
MC4R ag barr: MC4R agonists recruiting beta-arrestin, primary screen, cell-based, luminescence, agonist arm of biased-ligand search; Melanocortin receptor 4 (Homo sapiens), P32245; activation, % at 8.9 µM; 0.98% of 360,000 active; U2OS MC4R beta-arrestin complementation; percent of melanotan II response, DMSO zero;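 active = activation above a per-plate cutoff, the mean activation of sample wells on that plate plus 3 SD, cut at about 8% in these data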
ABHD5-PLIN5 inh: ABHD5-PLIN5 interaction inhibitors, primary screen, cell lysate, split luciferase complementation, luminescence. Split G. princeps luciferase complementation, 4 h. 0.78% of 360,000 active. inhibition, % at 4 µM. AID 602281, 2012. Perilipin-5 (Homo sapiens) + 1-acylglycerol-3-phosphate O-acyltransferase ABHD5 (Homo …;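 active = inhibition above the mean inhibition across every tested compound plus 3 SD, cut at about 22% in these data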;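 note: 0% = DMSO only wells and the 100% control is not disclosed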
ABCB6 inh 2: ABCB6 transporter inhibitors, primary screen, K562-ABCB6 cells, flow cytometry, MLPCN library; ATP-binding cassette sub-family B member 6 (Homo sapiens), Q9NP58; K562-ABCB6 porphyrin accumulation, 1 h; hits give low values; fluorescence ratio to DMSO, % at 10 µM; 0.19% of 360,000 active; AID 602162, 2011;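 active = fluorescence ratio to DMSO below 75%, the collection mean minus 3 SD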;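 note: signal is porphyrin accumulated inside mitochondria; 100% equals median channel fluorescence of DMSO control wells; lower ratio means ABCB6 inhibition with less porphyrin fluorescence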
H9c2 protect: cardioprotection against H2O2-induced cell death, primary screen, uHTS, H9c2 cells, ATPLite luminescence; AID 588492, 2011; 0.63% of 360,000 active; H9c2 cardiomyocytes, H2O2 injury protection, 2 h; protection from H2O2 cell death, % at 20 µM;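 active = compounds giving at least 50% protection of heart cells from peroxide-induced death in the single-dose screen, raw or plate-pattern-corrected value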;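 note: 0% = DMSO wells with peroxide and 100% = DMSO wells without peroxide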
* hit, by the source's call; . = no result given.

item	canonical_smiles	Exocytosis inh	MC4R antagonist	HTR2A ag	N-glyco inh	PDI inh	CaV13 ICDI inh	MC4R ag barr	ABHD5-PLIN5 inh	ABCB6 inh 2	H9c2 protect
1	Nc1ccccc1C(=O)NC1CCCCNC1=O (configuration not stated)	38.0	10.6	-3.3	2.2	-7.3	-4.4	0.6	-3.6	99.0	3.2
2	Cc1ccccc1CNC(=O)C1CCC(=O)N(C2CCCCCC2)C1 (configuration not stated)	-2.2	-0.5	-3.2	0.2	17.8	-6.1	-2.2	1.9	96.0	-3.8
3	O=C(COC(=O)c1ccc([N+](=O)[O-])o1)Nc1ncc(Cl)cc1Cl	-2.1	8.8	11.1	3.2	5.8	-10.0	-1.9	-5.5	99.0	22.7
4	CCCN(CCC)C(=O)c1cn(C)c2ccc(S(=O)(=O)N3CCCC3)cc2c1=O	-1.5	2.8	6.0	-1.0	0.9	-14.0	-3.5	2.6	97.0	2.7
5	COCCNC(=O)c1ccc(-n2c(SCc3ccncc3)nc3ccccc3c2=O)cc1	1.5	16.4	-1.3	-3.5	10.2	-3.0	-1.3	-0.8	96.0	-1.9
6	COc1ccc(N2CC(C(=O)Nc3nccs3)CC2=O)cc1 (configuration not stated)	-1.1	12.3	2.9	-1.9	3.1	-5.1	-1.0	5.6	97.0	8.2
7	CC(C)C[C@H]1COCCS(=O)(=O)N1Cc1ccc(Cl)c(Cl)c1	-0.2	8.9	3.0	-3.9	1.0	-10.7	4.1	3.8	100.0	-15.8
8	Cc1nc(C)n(C(C)CC(=O)O)n1 (configuration not stated)	-0.8	-7.2	1.1	-0.8	5.4	-4.3	1.6	5.2	104.0	0.4
9	CCOC(=O)Cc1csc(NC(=O)CSc2nnc(C3CC3)n2C)n1	0.9	9.3	5.0	0.0	4.8	.	1.1	-3.0	92.0	-8.8
10	C#CCOCCOCCOCCNc1nc(N2CCN(C(=O)CCCCCCCCCCNC(=O)Cn3cc(CCCCCN)nn3)CC2)nc(N2CCN(C(=O)CCCCCCCCCCNC(=O)[C@H](CO)n3cc(CCCCCN)nn3)CC2)n1	7.4	7.9	-5.0	1.5	13.0	.	0.8	37.4*	101.0	-2.9
11	COc1ccccc1NS(=O)(=O)c1ccc(C(=O)N2CCCC(C)C2)cc1 (configuration not stated)	-13.6	7.2	0.3	1.4	9.5	-11.5	-2.4	3.8	98.0	-7.7
12	NC(=O)CC(NC(=O)c1ccccc1)c1ccc(NCCc2ccc(F)cc2)c([N+](=O)[O-])c1 (configuration not stated)	-2.6	16.2	1.8	-0.4	-6.8	-6.6	2.0	2.6	97.0	-18.6
13	O=C(Nc1ccc(F)cc1)C(c1cccc(F)c1)N1CCN(CC(=O)N2CCCC2)CC1 (configuration not stated)	-1.4	.	-2.3	.	.	-3.5	.	-0.7	.	.
14	CN1CCC(OC(=O)c2ccccc2)CC1	-9.3	-4.0	1.0	2.8	-0.4	-20.3	1.1	-6.8	98.0	2.6
15	Cc1cc(C(=O)Nc2sc(C)c(-c3ccc(F)cc3)c2C(N)=O)no1	0.5	-6.8	-6.9	-8.1	-5.0	-5.1	13.1*	-5.8	79.0	-16.0
16	COC(=O)C1=C(C)NC(=O)/C1=C\c1ccc2c(c1)OCO2	-1.1	5.0	-0.6	2.2	-1.1	-6.3	-0.1	10.9	105.0	13.2
17	O=C(NCc1ccccc1)C(c1ccc(F)cc1)N(C(=O)c1csnn1)C1CC1 (configuration not stated)	1.4	7.0	-5.0	0.6	-1.2	-2.7	1.4	0.2	105.0	2.3
18	COc1ccc(NC(=O)c2sc3nc(C)nc(N4CCOCC4)c3c2C)c(OC)c1	0.8	2.7	-1.4	-1.4	4.0	-15.8	1.9	1.6	108.0	2.1
19	COc1ccc(CCNC(=O)CN(CCc2ccccc2)S(C)(=O)=O)cc1	-0.8	-3.0	0.3	-0.9	10.5	-2.7	-0.6	1.7	98.0	1.7
20	CCOc1ccc(NC(=O)CC2C(=O)N(c3ccc(OC)cc3)C(=O)N2CCc2cccs2)cc1 (configuration not stated)	-0.3	3.8	3.0	-1.8	-0.7	-5.2	-2.0	1.6	98.0	10.6
21	COC/C=C/C1=CC2=CC(=O)C(C)(OC(=O)c3cnc4ccccc4n3)C(=O)C2=CN1Cc1ccccc1 (configuration not stated)	-4.3	-6.0	-3.6	9.4	-3.6	-10.8	-1.4	5.9	94.0	-4.5
22	CSCC[C@H](NC(=O)c1ccc(OCC2CCCO2)cc1)c1nc2ccccc2[nH]1 (some centres not stated)	1.4	-0.2	10.1	-1.1	0.3	-1.8	-1.4	-6.9	91.0	6.5
23	COc1cc(CC(=O)NCc2cccs2)cc(OC)c1OC	-10.4	10.5	2.4	1.6	11.2	-2.5	-0.3	3.4	105.0	1.0
24	CCc1ccc(C(=O)OCC(=O)N(CC)c2c(N)n(Cc3ccccc3)c(=O)[nH]c2=O)cc1	1.5	9.3	7.0	0.1	1.0	-2.5	-0.3	3.0	91.0	12.8
25	CC(=O)N(Cc1ccc(F)cc1)C1=C(NCCc2ccccc2)C(=O)c2ccccc2C1=O	41.8	-0.6	-2.8	-19.7	-6.0	-2.1	-1.0	-1.6	94.0	-24.3
26	O=S1(=O)N=C(N/N=C/c2ccc(Br)o2)c2ccccc21	-3.3	-6.0	-2.1	0.8	-4.0	-6.5	-2.4	1.2	97.0	-6.9
27	COc1ccc(CC(=O)Nc2cc(F)ccc2F)cc1S(=O)(=O)N1CCOCC1	0.8	5.8	1.7	2.6	2.6	-4.9	-1.2	3.4	97.0	0.5
28	C=C(C)CSc1nnc2n(Cc3ccccc3)c(=O)c3c4c(sc3n12)CCC4	-1.7	0.9	5.0	1.6	-20.3	-1.1	-1.6	16.8	96.0	4.8
29	CCOC(=O)c1c(NC(=O)c2cccnc2)sc(C)c1C	16.2	2.8	0.3	-0.8	2.8	.	-0.3	0.2	100.0	14.7
30	COc1cccc(CC2(CO)CCCN(Cc3ccc(OC)c(C)c3OC)C2)c1 (configuration not stated)	59.8*	1.3	-13.5	-0.1	-1.9	-19.3	-0.2	7.5	95.0	-9.8
31	COCCNC(=O)C1(C)CCN(C(=O)c2nc(C)oc2C)C1 (configuration not stated)	14.1	0.3	3.5	-1.4	-5.8	-4.9	1.1	-9.9	101.0	2.6
32	OCCNCCO	-1.2	4.5	-1.8	1.7	.	.	-1.1	-3.5	101.0	6.0
33	CC(CCc1ccccc1)NC(=O)CCCn1ncn2c(cc3occc32)c1=O (configuration not stated)	6.1	1.6	-3.9	-0.8	-5.3	-2.1	0.6	3.9	102.0	1.6
34	O=C(CSc1nnc(Nc2ccccc2)s1)NC1CCCC1	-2.7	11.0	-1.9	2.9	4.9	-3.5	0.6	0.8	100.0	-0.7
35	N=c1c(C(=O)NCC2CCCO2)cc2c(=O)n3ccccc3nc2n1Cc1ccccc1 (configuration not stated)	4.4	7.7	-5.5	-3.1	-1.5	9.3	-0.1	-1.9	104.0	-1.3
36	O=C(CSc1nc(-c2ccccc2)c(-c2ccccc2)[nH]1)NCCN1C(=O)CSC1=O	-4.7	7.0	-8.8	13.0	9.4	-5.4	-0.8	-5.6	99.0	6.1
37	COC(=O)c1cc(OC)ccc1-c1ccc(OC)cc1	-2.3	-7.1	-2.2	0.3	-2.2	-7.9	-2.0	-0.6	93.0	3.9
38	O=C(O)C1=C[C@H](c2ccc(Br)cc2)C[C@H](OCc2ccc(CO)cc2)O1	-2.2	2.4	-4.2	0.1	4.7	-9.9	-0.7	-3.2	103.0	-4.1
39	COc1ccc(OC(=O)c2ccc(Cl)cc2)c(C(C)=O)c1	1.9	0.5	3.1	6.3	4.8	-4.6	0.4	3.4	95.0	-6.5
40	Cc1cccc(N2CCN(C(=S)NCc3ccco3)CC2)c1C	-3.5	4.0	-7.7	-1.2	-11.6	-5.2	1.4	0.4	98.0	2.2

An excerpt from above in order of SMILES length, descending:
item	canonical_smiles	Exocytosis inh	MC4R antagonist	HTR2A ag	N-glyco inh	PDI inh	CaV13 ICDI inh	MC4R ag barr	ABHD5-PLIN5 inh	ABCB6 inh 2	H9c2 protect
36	O=C(CSc1nc(-c2ccccc2)c(-c2ccccc2)[nH]1)NCCN1C(=O)CSC1=O	-4.7	7.0	-8.8	13.0	9.4	-5.4	-0.8	-5.6	99.0	6.1
38	O=C(O)C1=C[C@H](c2ccc(Br)cc2)C[C@H](OCc2ccc(CO)cc2)O1	-2.2	2.4	-4.2	0.1	4.7	-9.9	-0.7	-3.2	103.0	-4.1
35	N=c1c(C(=O)NCC2CCCO2)cc2c(=O)n3ccccc3nc2n1Cc1ccccc1 (configuration not stated)	4.4	7.7	-5.5	-3.1	-1.5	9.3	-0.1	-1.9	104.0	-1.3
33	CC(CCc1ccccc1)NC(=O)CCCn1ncn2c(cc3occc32)c1=O (configuration not stated)	6.1	1.6	-3.9	-0.8	-5.3	-2.1	0.6	3.9	102.0	1.6
31	COCCNC(=O)C1(C)CCN(C(=O)c2nc(C)oc2C)C1 (configuration not stated)	14.1	0.3	3.5	-1.4	-5.8	-4.9	1.1	-9.9	101.0	2.6
40	Cc1cccc(N2CCN(C(=S)NCc3ccco3)CC2)c1C	-3.5	4.0	-7.7	-1.2	-11.6	-5.2	1.4	0.4	98.0	2.2
29	CCOC(=O)c1c(NC(=O)c2cccnc2)sc(C)c1C	16.2	2.8	0.3	-0.8	2.8	.	-0.3	0.2	100.0	14.7
34	O=C(CSc1nnc(Nc2ccccc2)s1)NC1CCCC1	-2.7	11.0	-1.9	2.9	4.9	-3.5	0.6	0.8	100.0	-0.7
37	COC(=O)c1cc(OC)ccc1-c1ccc(OC)cc1	-2.3	-7.1	-2.2	0.3	-2.2	-7.9	-2.0	-0.6	93.0	3.9
32	OCCNCCO	-1.2	4.5	-1.8	1.7	.	.	-1.1	-3.5	101.0	6.0
